OX1R antag-1 = OX1R (HCRTR1) antagonists, primary screen, fluorescence, CHO/OX1R cells, Fluo-8 calcium, orexin A; Fluo-8 calcium fluorescence; inhibition, % at 5 µM; 330,000 compounds, 0.43% hits; AID 434989, 2010;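 active means inhibition above its plate's threshold, mean inhibition of all tested compounds on the plate plus 3 SD, cut at about 37% in these data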;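 further: 0% = orexin A challenge wells and 100% = SB-334867-A antagonist wells; not every result past the cut was called active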
Target sequence (O43613 whole entry, looked up): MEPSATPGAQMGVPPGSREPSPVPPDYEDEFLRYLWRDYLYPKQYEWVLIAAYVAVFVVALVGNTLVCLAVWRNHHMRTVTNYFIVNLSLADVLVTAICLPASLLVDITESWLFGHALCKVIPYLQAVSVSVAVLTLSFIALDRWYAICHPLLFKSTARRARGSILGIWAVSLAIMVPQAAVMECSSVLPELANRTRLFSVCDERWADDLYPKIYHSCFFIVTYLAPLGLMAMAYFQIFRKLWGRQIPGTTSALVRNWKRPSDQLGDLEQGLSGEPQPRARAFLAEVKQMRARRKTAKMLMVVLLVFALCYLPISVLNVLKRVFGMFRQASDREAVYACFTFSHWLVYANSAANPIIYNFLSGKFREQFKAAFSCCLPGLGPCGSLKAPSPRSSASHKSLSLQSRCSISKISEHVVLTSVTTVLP
CHT PAM = CHT positive allosteric modulators, primary screen, cell-based, membrane potential dye, choline EC20 | High affinity choline transporter 1 (Homo sapiens), Q9GZV3 | CHT-expressing cells; hits give high values; LV-AA mutant CHT in HEK293 cells | B-score at 10 µM | 310,000 compounds, 0.49% hits | AID 488977, 2010;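 active means initial fluorescence not abnormally high and integrated response B-score, plate-corrected, over 3 SD above library mean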
Target sequence (Q9GZV3 whole entry, looked up): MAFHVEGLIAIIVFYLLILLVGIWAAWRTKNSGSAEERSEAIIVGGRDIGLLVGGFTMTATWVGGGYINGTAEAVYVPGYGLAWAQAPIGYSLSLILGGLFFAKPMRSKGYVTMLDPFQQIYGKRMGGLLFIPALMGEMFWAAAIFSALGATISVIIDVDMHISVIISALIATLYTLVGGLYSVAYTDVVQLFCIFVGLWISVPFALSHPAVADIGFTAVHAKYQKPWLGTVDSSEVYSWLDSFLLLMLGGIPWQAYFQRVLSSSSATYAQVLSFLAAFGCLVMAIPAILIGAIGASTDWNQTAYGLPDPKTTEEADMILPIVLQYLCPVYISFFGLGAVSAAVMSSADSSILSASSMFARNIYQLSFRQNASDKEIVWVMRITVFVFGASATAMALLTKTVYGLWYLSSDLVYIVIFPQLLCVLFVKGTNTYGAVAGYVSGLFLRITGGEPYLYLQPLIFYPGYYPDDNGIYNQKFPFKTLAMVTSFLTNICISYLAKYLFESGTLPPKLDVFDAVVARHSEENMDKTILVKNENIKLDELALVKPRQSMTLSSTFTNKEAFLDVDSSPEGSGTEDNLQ
OX1R antag-2 = antagonists of human orexin 1 receptor (OX1R); Orexin/Hypocretin receptor type 1 (Homo sapiens), O43613; OX1R-expressing cells, FRET antagonist read-out; inhibition, % at 6.6 µM; 330,000 compounds, 1.8% hits; AID 485270, 2010; in the data active means inhibition mostly above about 38%, no sharp cut-off; inactive means mostly below about 40%;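 further: 0% = agonist challenge alone and 100% = reference antagonist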
The depositor's hits bear a star; i = inactive; / = no result given; + = active, no number.

SMILES	OX1R antag-1	CHT PAM	OX1R antag-2
CC(=O)c1ccccc1NC(=O)C1C2CCC(O2)C1C(=O)O (stereo unspecified)	0.0	i	5.2
Cc1nn(-c2ccccc2)c(C)c1NC(=O)COC(=O)Cc1ccccc1	-21.6	i	13.7
COCCOC(=O)c1c(C)n(C)c2ccc(OC(=O)N(C)C)cc12	-36.1	i	4.9
CC(C)Oc1cccc(C(=O)C2CCCN(C3CCOCC3)C2)c1 (stereo unspecified)	-17.2	i	10.3
CCCCn1c(=O)c(C(=O)NCc2ccc(Cl)cc2)c(O)c2ccccc21	-11.5	i	0.7
COC(=O)C1=C(c2c(C)noc2C)C[C@@H]2CC[C@H]1N2C(=O)NC(C)C	-1.5	/	6.0
N[C@@]1(C(=O)O)CC[C@@H](C(=O)O)C1	8.4	i	15.6
CC(C(=O)c1ccccc1)N1C(=O)c2ccccc2C1=O (stereo unspecified)	-22.9	i	18.3
CN(C)c1ccc(P(=S)(N(C)C)N(C)C)cc1	-1.8	i	4.8
CC(C)CCC1(CCc2ccncc2)C(=O)NC(=O)NC1=O	-12.7	i	11.4
COC(=O)C1=C(c2cccc(OC)c2OC)C[C@@H]2CC[C@H]1N2C(=O)NCc1ccccc1	-25.0	i	15.6
CC(=O)OC1N=C(c2ccccc2)c2cc(Br)ccc2NC1=O (stereo unspecified)	-23.0	i	8.2
Cc1nn(Cc2ccccc2)c(C)c1C(=O)OCC(=O)NC1CCS(=O)(=O)C1 (stereo unspecified)	-0.5	i	-2.3
OC1(CN2CCOCC2)C2CC3CC(C2)CC1C3 (stereo unspecified)	-12.9	i	15.5
Cc1ccc(C(=O)N/C(=C\Cl)P(=O)(c2ccccc2)c2ccccc2)cc1	-21.5	i	16.5
CC(C)(C)c1cc(C=C(C#N)C#N)cc(C(C)(C)C)c1O	-11.6	i	44.5*
COc1ccc(N=Cc2c(O)n(Cc3ccccc3)c(=S)[nH]c2=O)c(OC)c1	-9.2	i	20.6
Cc1cccc(OP(N)(=O)Oc2cccc(C)c2)c1	0.5	i	1.7
CCC/C=C(\CCC)C(NP(=O)(c1ccccc1)c1ccccc1)c1ccccc1 (stereo unspecified)	-65.1	i	10.3
CCOC(=O)c1c(C)n(CCOC)c2ccc(O)cc12	-15.7	i	2.5
Cc1ccc(CS(=O)(=O)CCC(=O)N2CCC3(CC2)OCCO3)cc1	-4.2	i	11.7
COC(=O)C1=C(c2cc3ccccc3o2)C[C@@H]2CC[C@H]1N2C	-13.8	/	3.6
Cc1nc2c(=O)n(C)c(=O)nc-2n(C)n1	2.2	i	+
O=C(Cc1ccccc1)N1CCN(Cc2ccccc2Cl)CC1	-15.4	i	-4.5
O=[N+]([O-])c1cc(-n2cnnn2)c(O)c([N+](=O)[O-])c1	-3.5	i	31.3
O=C1/C(=C\c2cccnc2)N2CCC1CC2	4.5	i	4.5
CCOc1ccc(C2C(C#N)=C(N)Oc3c2c(=O)oc2ccccc32)cc1 (stereo unspecified)	-16.3	i	11.8
COc1ccc2c(c1O)-c1cccc3c1[C@@H](C2)N(C)CC3	-8.7	i	21.8
Cc1cccc(NC(=O)OC2CN3CCC2CC3)c1 (stereo unspecified)	-6.0	i	10.8
OC(Cn1c2ccccc2c2ccccc21)C[n+]1cccc2ccccc21 (stereo unspecified)	-10.4	i	22.0
Cn1c(O)c(/C=N/N2CCOCC2)c(=O)n(-c2ccccc2)c1=S	-6.5	i	10.4
CN(C)CC1CSCCC1(O)c1ccccc1Cl (stereo unspecified)	-11.4	i	20.8
CN1CCC(N(C)Cc2cccnc2)CC1	0.7	i	-1.0
Cc1cc(C)n2nc(C)[n+](C)c2n1	-3.2	7.99*	12.0
Cc1ccc(N2C(=O)NC(=O)/C(=C/C=C/c3ccco3)C2=O)cc1	1.6	i	14.8
CN1CCN(CC#CCOc2ccc(Cl)cc2)CC1	-9.7	i	3.6
COc1ccc(CN2CCN(c3ccccc3F)CC2)cc1O	-37.5	i	18.6
CCN(CC)CCCN=Cc1c(O)n(CCc2ccc(F)cc2)c(=O)[nH]c1=O	-12.6	i	11.7
COc1ccc(/C=C/C(=O)NC(=S)N2C[C@H]3C[C@H](C2)c2cccc(=O)n2C3)cc1OC	-12.7	i	25.4
CN1CCN(/N=C/c2c(O)n(CCC3=CCCCC3)c(=S)[nH]c2=O)CC1	-14.4	i	15.8
Cc1cc(=O)oc2c(C)c(OCC(=O)N3CCN(Cc4ccccc4)CC3)ccc12	-24.2	i	6.8
O=C(Nc1ccc(F)cc1)c1c(O)c2c(n(Cc3ccccc3)c1=O)CCCC2	-22.2	i	13.9
Cn1cc(C(=O)Cc2ccccc2)c2ccccc21	-20.1	i	14.2
[Cl][Pt+2][Cl].[NH-]C1CCCCC1[NH-] (stereo unspecified)	-10.2	i	7.8
CC(C)[C@H]1C(=O)N2CCC[C@H]2[C@]2(O)O[C@](NC(=O)[C@@H]3C=C4c5cccc6[nH]cc(c56)C[C@H]4N(C)C3)(C(C)C)C(=O)N12	-13.9	i	25.4
COc1cc(OC)c(OC)cc1CN1CCN(C(=O)COc2ccc3ccccc3c2)CC1	-34.0	i	20.5
Clc1cccc(CNCCc2c[nH]c3ccccc23)c1	-17.7	i	2.0
O=c1[nH]c(=O)n(-c2ccccc2F)c(O)c1C=NCCC1=CCCCC1	-34.3	i	26.6
Cc1ccc(N2C(=O)NC(=O)C3(Cc4ccccc4N4CCN(c5ccccc5)CC43)C2=O)cc1 (stereo unspecified)	-6.3	i	10.6
O=c1[nH]c(=O)n(CCC2=CCCCC2)c(O)c1C=NCCCn1ccnc1	-9.4	i	5.2
CC1=NCCc2c1[nH]c1ccccc21	-14.3	i	2.9
O=c1[nH]c(O)c(C=NC2CCCCC2)c(=O)[nH]1	-2.4	i	0.8
CCC(=NCCc1ccccc1)c1c(O)[nH]c(=O)[nH]c1=O	-18.2	i	16.9
CN[C@H](C)[C@H](O)c1ccccc1	-4.4	i	13.4
CC(NCc1ccccc1Cl)C(O)c1ccccc1 (stereo unspecified)	-8.7	i	0.7
C[C@]1(O)CCC2C3CC[C@H]4C[C@@H](OC(=O)CNC(=O)CN)CC[C@]4(C)C3CC[C@@]21C (stereo partly specified)	-27.6	/	18.7
CCN(CC)C(=O)c1ccc(NC(=O)c2cccc(F)c2)cc1	-17.3	i	16.5
CCCCN1C(=O)/C(=C\c2ccco2)C(=O)N(CCc2ccccc2)C1=O	-6.6	i	10.2
COc1cccc(C(=O)C2CN(C)CC2c2ccc(Cl)cc2)c1 (stereo unspecified)	-12.9	i	19.0
COc1ccc(C(=O)C2CCCN(Cc3cnc(C)s3)C2)c(OC)c1 (stereo unspecified)	-8.2	i	5.5

Additional records:
SMILES	OX1R antag-1	CHT PAM	OX1R antag-2
NCC(CC(=O)O)C1CCCCC1 (stereo unspecified)	-6.9	i	10.8
CC1NCCC2(O)CCCCC12 (stereo unspecified)	-12.1	i	19.5
CCCC(C)C(=O)NC1CCSC1=O (stereo unspecified)	-10.4	i	15.3
CSc1ncc(/C=C2/C(=O)NC(=O)N(C)C2=O)cn1	2.2	i	7.4
CC(=NCCCO)c1c(O)n(Cc2ccccc2)c(=O)[nH]c1=O	-14.1	i	12.8
C[N+]1(CC2COC(c3ccco3)O2)CCCCC1 (stereo unspecified)	-11.0	i	25.2
CC(C)C(=O)Nc1ccc(S(=O)(=O)N2CC3CC(C2)c2cccc(=O)n2C3)cc1 (stereo unspecified)	-12.0	i	4.0
CCOP(=S)(OCC)Oc1cc(C)oc(=O)c1	2.4	i	1.9
S=P(Nn1cnnc1)(c1ccc(Br)cc1)c1ccc(Br)cc1	-22.3	i	4.3
Oc1ccccc1C1NCc2ccccc2-n2cccc21 (stereo unspecified)	-13.5	i	7.8
COc1ccccc1-n1c(-c2ccoc2)nc2ccccc2c1=O	-20.9	i	28.5
O=CC(Cl)P(=O)(N1CCCCC1)N1CCCCC1 (stereo unspecified)	-22.9	i	8.3
CCOCCCNC(=O)CN1C2CCC1CC(O)(c1ccc(OC)cc1)C2 (stereo unspecified)	-15.2	i	9.5
COc1cccc(OC)c1C(=O)NC(=S)N1C[C@H]2C[C@H](C1)c1cccc(=O)n1C2	-13.1	i	17.0
C=CCn1c(O)c(/C=N/NC(=O)c2ccncc2)c(=O)[nH]c1=O	-8.1	i	10.8
O=C(Nc1ccc(Cl)cc1)OC1CN2CCC1CC2 (stereo unspecified)	-4.8	i	9.0
CC(C)C(=O)Nc1ccc(N2CCN(C)CC2)c(F)c1	1.6	i	21.2
NCCc1c[nH]c2ccc(C(N)=O)cc12	-7.8	i	11.0
Cc1cccc(NC2=NCCCS2)c1	-7.7	i	14.6
Cn1c(O)c(C(=N)COc2ccccc2)c(=O)n(C)c1=O	2.3	i	2.2
COC(=O)C1=C(c2ccc(C(C)=O)cc2)C[C@@H]2CC[C@H]1N2C(=O)NCCOc1ccccc1Cl	-37.3	/	8.8
CCCCn1c(O)c(/C=N/N2CCOCC2)c(=O)[nH]c1=S	6.0	i	26.6
Cc1ccccc1NC1(C#N)CCCCC1	-0.9	i	22.1
CC(C#N)CCC#N (stereo unspecified)	-5.9	/	-1.0
CN(C)c1ccc(C(=O)N/N=C/C23CC[C@@H](O)CC2(O)CC[C@@H]2[C@@H]3CCC3(C)C(C4=CC(=O)OC4)CCC23O)cc1 (stereo partly specified)	-4.9	i	9.9
Cc1ccccc1NC(=O)Cc1nc(COC(=O)Cc2ccccc2)cs1	-22.5	/	4.5
COc1cc2c(cc1OC)C1[C@H]3C(=CC[C@H]1OC2O)CCN3C (stereo partly specified)	4.3	/	14.2
COC(=O)c1ccc(NC(=O)NC(=O)Oc2ccccc2)cc1	-6.8	/	1.7
CN1CC(C(=O)c2ccc(Cl)cc2)C(c2ccc(Cl)cc2Cl)C1 (stereo unspecified)	-21.7	i	8.7
CC(C)(C)C(O)C(Oc1ccc(Cl)cc1)n1cncn1 (stereo unspecified)	-16.5	i	23.7

Compound profiles (already shown):
S=P(Nn1cnnc1)(c1ccc(Br)cc1)c1ccc(Br)cc1 is listed with OX1R antag-1 = -22.3; CHT PAM = i; OX1R antag-2 = 4.3
O=CC(Cl)P(=O)(N1CCCCC1)N1CCCCC1 (stereo unspecified) is listed with OX1R antag-1 = -22.9; CHT PAM = i; OX1R antag-2 = 8.3

Next entries follow:
SMILES	OX1R antag-1	CHT PAM	OX1R antag-2
O=P(O)(Oc1ccccc1)OC(c1ccccc1)C(F)(F)F (stereo unspecified)	-13.4	i	6.1
COc1ccccc1CCNC1CCCCCC1	-13.4	i	9.1
CC(C)NC(C)Cc1ccc(I)cc1 (stereo unspecified)	-12.8	i	10.0
Nc1c(C(=O)NCCc2ccccc2)c2nc3ccccc3nc2n1CCN1CCOCC1	24.2	i	12.4
CCOC(=O)CNC(=O)CSP(=S)(OCC)OCC	-15.1	i	1.5
CCCCc1ccc2[nH]cc(CCN)c2c1	8.7	i	6.0
Cc1ccc(-c2cc(-c3ccc(C)cc3)[n+](-c3ccc(C(=O)[O-])cc3)c(-c3ccc(C)cc3)c2)cc1	-14.3	9.72*	27.7
CCCCCCC(C)(C)c1ccc([C@@H]2C[C@H](O)CC[C@H]2CCCO)c(O)c1	-15.4	i	8.4
Cn1c(O)c(/C=N/N2CCOCC2)c(=O)n(C)c1=S	-8.8	i	14.8
C[N+]12CCC(CC1)C(C#N)(N1CCOCC1)C2 (stereo unspecified)	-8.2	i	-0.1
COc1ccc(C(=O)N2C[C@H]3C[C@@H](C2)c2cccc(=O)n2C3)cc1OC	-10.9	i	13.9
COC(=O)C1=C(c2ccc(Cl)c(C(F)(F)F)c2)C[C@@H]2CC[C@H]1N2C(=O)NC1CC1	-3.7	/	0.8
COc1cccc(C2(O)CCN(Cc3ccncc3)CC2)c1	-6.7	i	10.1
Cc1ccc(-n2c(O)c(C=Nc3ccc(Br)cn3)c(=O)[nH]c2=O)cc1	-2.5	i	6.3
COC(=O)c1ccccc1NC(=O)N1C[C@@H]2C[C@@H](C1)c1cccc(=O)n1C2	-5.6	i	12.7
O=C(Cn1cc(C(=O)c2ccccc2F)c2ccccc21)NC1CC1	-15.9	i	13.7
COc1ccc(CN2C(=O)NC(=O)/C(=C\c3ccco3)C2=O)cc1	-6.1	i	6.9
O=C(C1CCN(S(=O)(=O)c2ccccc2)CC1)N1CCC2(CC1)OCCO2	-18.3	i	18.8
COc1ccc(N2C(=O)NC(=O)/C(=C/c3ccc4c(c3)Cc3ccccc3-4)C2=O)cc1	6.6	i	28.7
CSCc1nnc2n1-c1ccc(Cl)cc1C(c1ccccc1)=NC2	-11.6	i	25.8
COC(=O)C1=C(c2ccc(OC)c(OC)c2)C[C@@H]2CC[C@H]1N2C(=O)NCc1ccco1	-9.3	/	3.0
COc1ccc(-c2nc(CS(=O)CC(=O)N3CCC4(CC3)OCCO4)c(C)o2)cc1 (stereo unspecified)	-23.5	i	19.1
CCN(CC)C(=O)c1ccc2c(c1)C1C(Cl)C(Sc3ccccc3[N+](=O)[O-])CC1C(C(=O)O)N2 (stereo unspecified)	-5.8	i	27.8
CCCCn1c(=O)c(C(=O)Nc2ccccc2S(N)(=O)=O)c(O)c2ccccc21	-11.5	i	35.3*

An excerpt of these results, field by field:
compound: O=C(Cn1cc(C(=O)c2ccccc2F)c2ccccc21)NC1CC1
  OX1R antag-1: -15.9
  CHT PAM: i
  OX1R antag-2: 13.7

compound: COc1ccc(CN2C(=O)NC(=O)/C(=C\c3ccco3)C2=O)cc1
  OX1R antag-1: -6.1
  CHT PAM: i
  OX1R antag-2: 6.9

compound: O=C(C1CCN(S(=O)(=O)c2ccccc2)CC1)N1CCC2(CC1)OCCO2
  OX1R antag-1: -18.3
  CHT PAM: i
  OX1R antag-2: 18.8

An excerpt (hit frequency here may not be typical).
